Source: PubChem
iPSC survival up: increases survival of single human iPS cells; hiPSC single-cell survival, ATPlite luminescence; 100% = ROCK inhibitor wells, 0% = DMSO; survival enhancement, % at 20 µM; 360,000 tested, 0.044% active; AID 602274; in the data active = survival enhancement above about 18%;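 note: cells exposed to compounds for 16 hours before the ATP read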
PDI turbidity: blocks human protein disulfide isomerase activity | PDI insulin aggregation turbidity, A650, 90 min | AID 588391 | inhibition, % at 10 µM | 350,000 tested, 0.052% active | P07237;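 active = mean inhibition across replicates of 30% or more, whatever share of single replicates reach that level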;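 note: absorbance from insulin aggregation driven by PDI reduction with DTT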
NR2E3 ag-1: human photoreceptor-specific nuclear receptor agonism | Q9Y5X4 | AID 602229 | CHO-S Gal4-NCOR/VP16-NR2E3 two-hybrid, luciferase | inhibition of corepressor binding, % at 3.98 µM | 360,000 tested, 0.35% active;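 active = inhibition above the mean of all tested compounds plus 3 SD, cut at about 70% in these data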;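 note: 0% = DMSO with NR2E3 transfected cells and 100% = cells lacking NR2E3 construct; higher means lower luciferase signal from less NR2E3 corepressor binding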
Target sequence (Q9Y5X4 whole entry, looked up, the tested form may be a part): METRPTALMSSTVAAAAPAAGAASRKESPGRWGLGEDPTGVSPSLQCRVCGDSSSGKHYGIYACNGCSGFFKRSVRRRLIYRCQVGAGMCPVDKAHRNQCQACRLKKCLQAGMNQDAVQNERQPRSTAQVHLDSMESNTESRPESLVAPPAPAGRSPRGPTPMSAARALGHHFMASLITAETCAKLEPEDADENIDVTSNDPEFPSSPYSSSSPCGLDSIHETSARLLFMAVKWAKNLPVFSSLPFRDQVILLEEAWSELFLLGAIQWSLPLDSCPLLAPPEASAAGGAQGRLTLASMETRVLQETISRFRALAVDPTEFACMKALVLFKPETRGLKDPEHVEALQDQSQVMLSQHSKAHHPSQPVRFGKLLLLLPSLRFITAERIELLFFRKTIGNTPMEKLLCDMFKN
TRPM1 prom inh: inhibitors of MITF-driven TRPM1 promoter in melanoma cells. 330,000 tested, 0.83% active. inhibition, % at 12.5 µM. SK-MEL-5 TRPM1 promoter luciferase, 24 h. AID 488899;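 active = mean inhibition across replicates of 60% or more, whatever share of single replicates reaches that level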; note: values of inactives mirror those of a sister screen read the other way
Shn3 inh set2: reduces Shn3 3'UTR luciferase signal in osteoblasts | Clone20 osteoblast Shn3 3'UTR firefly luciferase, 24 h | inhibition, % at 12.5 µM | 360,000 tested, 0.52% active | AID 588674;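 active = mean inhibition of at least 75% with every replicate also reaching 75%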;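 note: 0% = median of neutral control wells and 100% = pilot-screen positive control compound; some compounds past the cut are filed as inactive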
CaV13 ICDI inh: Primary screen for inhibitors of IQ motif and Ca2+-dependent inactivation inhibitor domain binding in CACNA1D, Förster resonance energy transfer in living cells, …; HEK cells, CFP/YFP FRET ICDI-IQ, plate reader, 10 min; percent FRET-ratio fall versus neutral wells; inhibition, % at 12.3 µM; 340,000 tested, 0.098% active; AID 743397;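 active = mean replicate inhibition of at least 30% and at least 1% of replicates passing that level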;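 note: 0% = median of the neutral control wells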
HIF-2a inh: inhibitors of HIF-2a | 360,000 tested, 0.72% active | inhibition, % at 18.8 µM | AID 624352 | 786-0 RCC cells HIF-2a reporter, luciferase luminescence, overnight;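 active = inhibition of the luminescence signal of 40% or more relative to plate controls, in a single-dose primary screen at 18.75 µM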
m5-HT2A agonist: agonists of mouse serotonin 5-HT2A receptor (HTR2A); activation, % at 7.6 µM; CHO-K1 mHTR2A beta-arrestin complementation, luminescence; percent of 30 µM serotonin response; 360,000 tested, 0.66% active;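 active = activation above a run cutoff, the mean activation of all tested compounds plus 3 SD, cut at about 14% in these data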;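 note: 0% = plate median of compound wells and 100% = 30 µM serotonin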
Target sequence (P35363 whole entry, looked up): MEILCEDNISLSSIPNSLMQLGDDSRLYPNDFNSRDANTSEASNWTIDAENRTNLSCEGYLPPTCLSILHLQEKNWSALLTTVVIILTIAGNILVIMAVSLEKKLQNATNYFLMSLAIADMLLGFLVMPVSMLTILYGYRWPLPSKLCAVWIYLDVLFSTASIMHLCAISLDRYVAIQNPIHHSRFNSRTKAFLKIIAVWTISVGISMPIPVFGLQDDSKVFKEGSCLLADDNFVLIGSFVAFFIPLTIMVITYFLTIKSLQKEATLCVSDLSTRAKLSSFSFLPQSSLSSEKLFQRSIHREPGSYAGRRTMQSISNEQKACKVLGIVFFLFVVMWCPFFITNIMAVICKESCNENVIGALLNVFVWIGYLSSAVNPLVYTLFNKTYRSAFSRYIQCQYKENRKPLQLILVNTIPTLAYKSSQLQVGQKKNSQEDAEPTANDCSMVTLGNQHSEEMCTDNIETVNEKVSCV
NR2E3 ag-2: NR2E3 (human) agonism. GST-NR2E3/biotin-RetCOR TR-FRET, 1536-well. Q9Y5X4. 320,000 tested, 0.12% active. AID 2300. inhibition of corepressor binding, % at 4.78 µM;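 active = percent inhibition above the cutoff of mean plus 3 SD of all tested compounds, set per screening campaign, cut at about 20% in these data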;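 note: 0% = DMSO wells and 100% = biotin wells as full block of FRET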
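Assay system: NR2E3–RetCOR corepressor complex. Quantity: 1.35 nM GST-NR2E3. Buffer or medium: pH 7.5 Tris-based buffer. Reagent: biotinylated RetCOR corepressor at 7 nM final. Schedule: 5 h at 4 °C. Detection: TR-FRET, emission read at 617 and 671 nm. Replicates: one well per compound, singlicate testing.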
Peg3 promoter: reduces Peg3 promoter-driven luciferase expression in HeLa; inhibition, % at 20 µM; 360,000 tested, 1.7% active; HeLa PEG-Prom luciferase reporter, luminescence, overnight;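 active = inhibition of at least 50% at 20 µM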
H9c2 protect: modulators protecting cardiomyocytes from myocardial damage; H9c2 cardiomyocytes, H2O2 injury protection, ATPLite, 2 h; 360,000 tested, 0.63% active; protection from H2O2 cell death, % at 20 µM; AID 588492;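 active = compounds giving at least 50% protection of heart cells from peroxide-induced death in the single-dose screen, raw or plate-pattern-corrected value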;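 note: 0% = DMSO wells with peroxide and 100% = DMSO wells without peroxide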
* marks the source's active call; other numbers are inactive results; . = no result given.

The opening 3 records, to show the layout:
SMILES | iPSC survival up | PDI turbidity | NR2E3 ag-1 | TRPM1 prom inh | Shn3 inh set2 | CaV13 ICDI inh | HIF-2a inh | m5-HT2A agonist | NR2E3 ag-2 | Peg3 promoter | H9c2 protect
CCOc1ncccc1C(=O)OCC(=O)c1ccc(OC)c(OC)c1 | -0.1 | -3 | 11 | 4 | -18 | -6 | 13 | 3 | 3 | 7 | 15
CCc1noc(C)c1C(=O)Nc1nc(-c2ccc(F)cc2)c(C)s1 | 0.5 | 10 | -19 | -5 | 9 | -7 | 7 | -6 | 0 | 12 | -4
O=C(NCC(=O)N1CCCCCC1)c1ccc(OC(F)F)cc1 | 0.4 | 9 | -4 | 6 | -2 | -2 | -16 | 4 | 1 | -93 | -1

Results, previewed entries included:
SMILES | iPSC survival up | PDI turbidity | NR2E3 ag-1 | TRPM1 prom inh | Shn3 inh set2 | CaV13 ICDI inh | HIF-2a inh | m5-HT2A agonist | NR2E3 ag-2 | Peg3 promoter | H9c2 protect
CCOc1ncccc1C(=O)OCC(=O)c1ccc(OC)c(OC)c1 | -0.1 | -3 | 11 | 4 | -18 | -6 | 13 | 3 | 3 | 7 | 15
CCc1noc(C)c1C(=O)Nc1nc(-c2ccc(F)cc2)c(C)s1 | 0.5 | 10 | -19 | -5 | 9 | -7 | 7 | -6 | 0 | 12 | -4
O=C(NCC(=O)N1CCCCCC1)c1ccc(OC(F)F)cc1 | 0.4 | 9 | -4 | 6 | -2 | -2 | -16 | 4 | 1 | -93 | -1
Cc1cc2c(cc1C)/C(=N/NC(=O)c1ccccn1)CCC2 | -0.7 | 0 | -95 | . | -4 | -2 | -39 | -1 | -2 | -18 | -2
COC(=O)C1=C(C)NC(C)=C(C(=O)OC)C1c1ccco1 | 0.3 | 7 | -26 | 1 | 4 | -15 | 12 | -1 | 0 | -4 | 2
CCOCCNC(=O)c1ccc2c3c(cccc13)CC2 | 0.6 | 8 | -21 | -18 | -6 | . | -41 | 5 | -7 | -36 | -3
Cc1cc(NCC(C)C)n2ncnc2n1 | 3.5 | -5 | -6 | 7 | -1 | -4 | 21 | 4 | 4 | -3 | 2
COC(=O)C1(C#N)C(c2ccccc2)C1(C(=O)OC)C(=O)OC (configuration not stated) | 2.0 | -7 | -21 | 8 | 5 | -10 | 8 | -1 | 1 | 5 | 3
c1ccc2c(c1)oc1c(Nc3ccc4c(c3)OCCO4)ncnc12 | -4.3 | -2 | -130 | -34 | -30 | -7 | -256 | 4 | 0 | -40 | 31
COc1ccc2nc(-c3ccccc3)cc(C(=O)OCC(=O)N3CC(C)OC(C)C3)c2c1 (configuration not stated) | -0.4 | -18 | 0 | -11 | -15 | -2 | -55 | 3 | 1 | -14 | 22
COc1ccc(/C=N/n2c(C)nc3sc(C)c(C)c3c2=O)cc1 | -0.5 | -7 | -44 | . | -18 | -5 | 16 | 11 | 1 | 4 | 6
COc1cccc(-n2c(SCC(=O)NC3CCS(=O)(=O)C3)nc3ccccc3c2=O)c1 (configuration not stated) | -0.5 | 4 | -18 | 0 | 0 | -5 | 1 | 1 | 4 | 7 | 11
Cc1nn(-c2ccccc2)c(C)c1/C=C/C(=O)OCC(=O)Nc1ccc(S(N)(=O)=O)cc1 | -0.2 | 0 | 2 | -1 | -5 | -7 | 8 | 8 | 1 | 6 | -4
CC(C)(C)N1C(=O)[C@H]2[C@@H](c3ccc(Br)cc3)N3C(=O)N(c4cccc(Cl)c4)C(=O)[C@@]3(Cc3ccccc3)[C@H]2C1=O | -2.7 | 3 | -10 | -5 | -2 | -5 | 10 | 5 | -1 | 12 | 4
CCN(CC)C(=O)CSc1nnc(-c2ccc(S(=O)(=O)N3CCCC3)cc2)o1 | 1.8 | -4 | -1 | -11 | -12 | -6 | 11 | 4 | 0 | 3 | 2
Cc1nnc(NC(=O)CSc2nnc(-c3ccc(S(=O)(=O)N4CCCC4)cc3)n2C)s1 | 0.4 | -4 | -12 | 5 | -11 | -8 | 0 | 3 | -1 | 1 | -7
CN(CC(=O)NCc1cccs1)CC(=O)Nc1ccccc1Cl | -3.0 | -3 | 8 | . | -8 | -14 | -7 | -1 | . | -4 | 5
CC(C)(C=O)C1=CC(=O)c2ccccc2C1=O | -0.5 | -12 | -24 | 39 | 55 | -16 | 42* | -5 | -4 | 108* | -32
CCC1Oc2nc(SC)nnc2-c2ccccc2N1C(=O)c1ccccc1 (configuration not stated) | -5.4 | -1 | -114 | 12 | 9 | . | 0 | -2 | 3 | -184 | -2
COc1ccc(Cn2cnc3c(NS(C)(=O)=O)c(C)c(C)cc32)cc1 | 6.4 | -4 | -13 | 0 | 4 | -4 | 12 | 3 | 2 | 3 | 2
C[C@H]1CN([C@@H](C)CO)S(=O)(=O)c2ccc(C#CC3CC3)cc2O[C@@H]1CN(C)S(C)(=O)=O | -3.1 | 4 | -39 | . | 2 | -4 | 9 | -6 | . | 13 | 0
COc1ccc(CCNC(=S)NCc2ccc(Cl)c(Cl)c2)cc1OC | 1.3 | 6 | -17 | -9 | -16 | -4 | 4 | -5 | 0 | 22 | -7
O=C(c1ccco1)N1CCN(C(=O)C2CCCc3c2[nH]c2ccc(Cl)cc32)CC1 (configuration not stated) | -0.3 | 5 | 15 | 6 | -3 | -7 | -9 | 2 | -2 | 24 | -1
COc1ccc(Oc2ncnc3sccc23)cc1 | -0.5 | 0 | -36 | -87 | -25 | -6 | -233 | 2 | 5 | -269 | -2
CCC(Oc1ccccc1)C(=O)Nc1ccsc1C(=O)OC (configuration not stated) | 0.7 | -5 | -30 | 17 | 10 | -4 | 17 | 1 | 0 | 23 | -9
O=C(N/C(=C\c1ccc(O)cc1)C(=O)N1CCCCC1)c1ccccc1 | -0.3 | 25 | -10 | 5 | -20 | -3 | 10 | -2 | 4 | 9 | 5
Cc1oc2ccc(OCc3ccc(Cl)cc3)cc2c1C(=O)O | -0.1 | 5 | -27 | 0 | -4 | -6 | -10 | -2 | 2 | -6 | 3
CCc1nc2c(OCC(=O)c3ccc(Cl)cc3Cl)cccn2c1N(C)C(=O)c1cccs1 | 0.0 | 12 | 16 | . | 18 | -12 | -2 | -1 | . | 23 | 8
O=C(COC(=O)c1ccc(Cl)c(Cl)c1)Nc1cccnc1Cl | 0.1 | 15 | -4 | 3 | -7 | -4 | 13 | 5 | 1 | -6 | -3
Cc1nc2cc(C(=O)OCC(=O)NC(C)C(C)C)ccc2n1-c1ccccc1 (configuration not stated) | -0.5 | -5 | -4 | -7 | 9 | -2 | -18 | 2 | -4 | -6 | -7
CN(C)c1ccc(/C=C(\C#N)c2ccccc2)cc1 | -0.3 | 0 | -141 | -23 | 32 | . | -394 | -2 | . | -249 | -19
CC#CCCCC(=O)Nc1cccc(C(=O)O)c1 | 6.2 | 0 | -45 | -6 | 6 | -6 | -44 | -1 | 0 | -77 | -4
COc1ccccc1CC(NC(C)=O)C(=O)N1CCN(C(=O)Nc2ccccc2Cl)CC1 (configuration not stated) | 0.7 | 4 | 4 | 11 | -3 | -7 | 1 | 2 | -1 | 11 | 5
CC(C)Oc1cccc(-c2cc(C(=O)NN3CCOCC3)c3ccccc3n2)c1 | 0.0 | -3 | -33 | 3 | 2 | -2 | -23 | 0 | -1 | -50 | 0
Cc1ccc(Nc2nc(N)nc(CSC(=S)N3CCOCC3)n2)cc1 | -0.6 | 4 | -29 | -58 | 2 | -6 | -190 | -5 | 2 | -206 | -2
COC(=O)C1(C(=O)OC)NOC2C(=O)N(c3ccccc3)C(=O)C21 (configuration not stated) | -2.7 | -7 | 11 | -3 | -3 | -9 | -5 | -3 | -6 | -3 | -2
O=C(c1cn(-c2ccccc2)nc1-c1ccc(Cl)cc1)N1CCOCC1 | -3.2 | -1 | -4 | -10 | 1 | -3 | 17 | -2 | 0 | 0 | -10
Cc1cc(C)c(C#N)c(Sc2nc(C)c([N+](=O)[O-])c(C)c2C#N)n1 | -1.1 | . | 24 | . | 40 | -4 | 90* | -2 | . | 98* | 1
O=S(=O)(c1ccccc1)N1CCN(C(=S)NCc2ccccc2)CC1 | 1.2 | 3 | -18 | 2 | 2 | 0 | 15 | -3 | 2 | 22 | 4
O=C(C1CN(S(=O)(=O)c2ccccc2)CCN1S(=O)(=O)c1ccccc1)N1CCCCCC1 (configuration not stated) | -3.1 | 4 | -14 | -13 | -13 | -5 | -48 | 1 | 5 | -70 | -1
CC(=O)Nc1cccc(/C(C)=N\NC(=O)c2ccc(Cn3nc([N+](=O)[O-])c(Cl)c3C)o2)c1 | 0.0 | 2 | -7 | -8 | 6 | -7 | -2 | -4 | -3 | 0 | 29
C=CC[C@H]1CC(Cc2ccccc2)=C[C@H](CC=C)N1 | -2.1 | 10 | 16 | -1 | 5 | -18 | 14 | 2 | 1 | 1 | 1
CCc1nnc(NC(=O)CCN2C(=O)C3CCCCC3C2=O)s1 (configuration not stated) | 1.1 | 4 | 2 | 3 | -2 | -10 | -13 | 1 | 0 | -1 | -3
COc1ccccc1C(=O)n1nc(-c2ccccc2)nc1N | 0.2 | -4 | -33 | 5 | 18 | . | -54 | 6 | 1 | -21 | 5
COc1ccc(NC(=O)c2ccc(-n3nc(C)c[n+]3[O-])cc2)cc1 | -1.1 | 3 | -25 | -12 | -10 | -4 | -49 | -4 | 0 | -24 | 6
CCC1CCC2(CC1)NC(=O)N(CC(=O)NCc1ccccc1Cl)C2=O (configuration not stated) | -1.6 | 5 | -12 | 2 | -18 | -5 | 12 | -2 | . | 8 | -4
OC(COCc1cccs1)CN1CCN(c2ccccc2Cl)CC1 (configuration not stated) | 2.0 | 12 | -7 | -7 | 26 | -6 | 17 | -7 | 1 | 7 | -8
CCN(CC)S(=O)(=O)c1cccc(C(=O)NC(C(=O)NNC(=O)c2ccccc2F)C(C)C)c1 (configuration not stated) | 2.1 | -10 | 4 | . | 12 | -6 | -4 | -2 | . | -7 | -2
CC1(C)C2([N+](=O)[O-])CN3CC1([N+](=O)[O-])CN(C2)C3c1ccc(O)c(O)c1 (configuration not stated) | 0.4 | -6 | -11 | -8 | -4 | 0 | 19 | 4 | 0 | -2 | 4
COc1cccc(NC(=O)CN(C)C(=O)c2cccc(S(=O)(=O)N3c4ccccc4CC3C)c2)c1 (configuration not stated) | 0.6 | -1 | -25 | -7 | 16 | -8 | 5 | -6 | . | 20 | 6
CN(CCCC(=O)NCCc1ccccc1)S(=O)(=O)c1ccc([N+](=O)[O-])cc1 | -0.5 | -4 | -36 | 1 | -7 | -4 | -17 | -2 | -1 | -34 | 7
